# High-throughput results as filed in PubChem BioAssay.
# LEDGF integ inh – blockers of LEDGF/p75-dependent integrase strand transfer – biochemical, TR-FRET, high throughput, primary screen; HIV-1 integrase (with human LEDGF/p75); inhibition, % at 3.7 µM; 370,000 compounds, 0.64% hits; TR-FRET IN-LEDGF/p75 DNA integration, Eu/Cy5;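 active = inhibition above the screen-wide mean plus 3 SD, cut at about 13% in these data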;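 also: signal is the Cy5 over europium emission ratio at 671 and 618 nm; 0% = plate median of compound wells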
# HTRA1 inhibitor – HTRA1 serine protease inhibitors, primary screen, biochemical, fluorescence polarization, HTS; recombinant HTRA1, FP-rhodamine activity-based probe; inhibition, % at 5.96 µM; 340,000 compounds, 0.5% hits; AID 504803, 2011; in the data active = inhibition above about 36%;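 also: 0% = enzyme with DMSO and 100% = wells lacking enzyme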
# Target sequence (Q92743 whole entry, looked up): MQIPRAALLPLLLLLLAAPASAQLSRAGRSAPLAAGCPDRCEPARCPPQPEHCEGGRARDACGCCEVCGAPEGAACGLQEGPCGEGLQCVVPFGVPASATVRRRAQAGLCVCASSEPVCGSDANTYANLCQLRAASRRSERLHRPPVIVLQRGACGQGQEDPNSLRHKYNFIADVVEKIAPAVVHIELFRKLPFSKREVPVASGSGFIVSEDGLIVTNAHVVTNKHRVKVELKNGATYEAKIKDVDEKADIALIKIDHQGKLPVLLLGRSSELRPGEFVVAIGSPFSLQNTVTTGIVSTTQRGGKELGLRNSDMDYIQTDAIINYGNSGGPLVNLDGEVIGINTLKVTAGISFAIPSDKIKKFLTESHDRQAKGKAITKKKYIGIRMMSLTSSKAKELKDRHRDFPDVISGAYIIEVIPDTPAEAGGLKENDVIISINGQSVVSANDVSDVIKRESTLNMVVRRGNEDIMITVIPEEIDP
# PRMT1 FP inh – PRMT1 methyltransferase inhibitors, primary screen, biochemical, fluorescence polarization. AID 652257, 2013. 370,000 compounds, 1.3% hits. recombinant PRMT1, activity-based probe fluorescence polarization. inhibition, % at 2.79 µM;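 active = inhibition above about 21% made by adding two undisclosed values, limit read from the data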
# rCAG binder – binders of r(CAG) RNA repeats, primary screen, biochemical, fluorescence | r(CAG) RNA repeat, TO-PRO-1 dye displacement fluorescence | inhibition, % at 3 µM | 370,000 compounds, 1.3% hits | AID 651821, 2012;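 active = inhibition above the plate cutoff, the mean of all test compounds on that plate plus 3 SD, cut at about 35% in these data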;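 also: 0% = DMSO alone and 100% = 100 µM mitoxantrone as full dye displacement; higher means more dye released from RNA so lower well fluorescence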
# SIAE inh – human SIAE inhibitors, primary screen, biochemical, fluorescence polarization, FP-Rh probe, 1536-well HTS | Sialate O-acetylesterase (Homo sapiens), Q9HAT2 | SIAE FP-Rh probe binding | inhibition, % at 9.66 µM | 370,000 compounds, 0.69% hits | AID 1053197, 2014;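 active = inhibition above a cutoff: mean of compounds within the control limits plus 3 SD of those, cut at about 17% in these data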;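 also: 0% = plate median of compound wells and 100% = probe without SIAE protein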
# TCR-CD3 inh – inhibitors of human TCR-CD3 interaction, primary screen, biochemical, fluorescence, TAMRA-labeled TCR probe; T-cell receptor (TCR); inhibition, % at 9.4 µM; 360,000 compounds, 0.37% hits; AID 651800, 2012; in the data active = inhibition above about 19%;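 also: recombinant mutant TCR 2C K166C tagged with TAMRA read by polarization; 0% = receptor in buffer alone and 100% = receptor with positive control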
# GC-B act – human GC-B receptor activators, primary screen, HEK293 GC-B cells, cGMP TR-FRET, EC30 CNP; Atrial natriuretic peptide receptor 2 (Homo sapiens), P20594; 0% at EC30 CNP, 100% saturating CNP; activation, % at 10 µM; 370,000 compounds, 0.11% hits; AID 1920062, 2024;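 active = activation at 10 µM reaching about 35% in either raw or pattern-adjusted values, limit read from the data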
# TDP2 inh – human TDP2 enzyme inhibitors, primary screen, biochemical, epi absorbance, recombinant enzyme; Tyrosyl-DNA phosphodiesterase 2 (Homo sapiens), O95551; T5PNP hydrolysis, p-nitrophenol absorbance 415 nm; inhibition, % at 12.8 µM; 370,000 compounds, 0.34% hits; AID 720702, 2013;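 active = inhibition above the mean of all tested compounds plus 3 SD, set per campaign, cut at about 25% in these data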;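 also: 0% = DMSO with enzyme and 100% = buffer with substrate but no TDP2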
# Target sequence (O95551 whole entry, looked up): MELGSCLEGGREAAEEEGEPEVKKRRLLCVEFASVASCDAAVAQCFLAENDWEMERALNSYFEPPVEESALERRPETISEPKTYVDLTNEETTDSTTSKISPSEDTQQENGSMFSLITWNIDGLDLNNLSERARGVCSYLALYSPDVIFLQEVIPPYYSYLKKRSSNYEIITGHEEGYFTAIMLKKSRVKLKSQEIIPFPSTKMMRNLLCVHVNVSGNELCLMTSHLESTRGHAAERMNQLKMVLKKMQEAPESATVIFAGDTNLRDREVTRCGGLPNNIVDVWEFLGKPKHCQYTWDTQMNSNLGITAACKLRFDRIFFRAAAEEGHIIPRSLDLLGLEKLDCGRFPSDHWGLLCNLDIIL
#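 Material: recombinant human TDP2; quantity: TDP2 enzyme at 120 nM final; medium: Tris-HCl pH 7.5 with MgCl2; compound: single concentration, 12.8 µM nominal, with 1% DMSO; incubation: 2 h enzyme incubation at 37 °C; signal: epi absorbance; measure: percent inhibition; benchmarks: high control without enzyme, low control DMSO plus TDP2; repeats: singlicate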
# MBD2 inh – inhibitors of MBD2 binding to methylated DNA, primary screen, biochemical, TR-FRET, DNA-binding domain, human; 370,000 compounds, 0.31% hits; inhibition, % at 4.4 µM; MBD2 binding to methylated oligonucleotide; Methyl-CpG-binding domain protein 2 (Homo sapiens), Q9UBB5; in the data active = inhibition above about 13%
# ABHD4 inh – ABHD4 inhibitors, primary screen, biochemical, fluorescence polarization, mouse; inhibition, % at 8.92 µM; purified mABHD4, FP-Rh probe fluorescence polarization; (Lyso)-N-acylphosphatidylethanolamine lipase (Mus musculus), Q8VD66; 370,000 compounds, 0.54% hits;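 active = inhibition exceeding the mean over every tested compound plus 3 SD, cut at about 30% in these data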;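 also: 0% = plate median of compound wells and 100% = S159A mutant with DMSO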
#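 Material: mouse ABHD4 enzyme, wild type; Benchmarks: S159A mutant high control, sample median low control; Buffer or medium: HEPES pH 7.0, NaCl, Pluronic buffer; Signal: fluorescence polarization; Read-out: percent inhibition of probe binding, normalized to plate controls; Timing: pre-incubation 45 min, probe exposure 60 min, at 25 °C; Dosing: 8.92 µM, single dose.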
# Numbers without * were called inactive; . = not tested or not shown. The list is partial (hit frequency here may not be typical).
SMILES,LEDGF integ inh,HTRA1 inhibitor,PRMT1 FP inh,rCAG binder,SIAE inh,TCR-CD3 inh,GC-B act,TDP2 inh,MBD2 inh,ABHD4 inh
O=C(NCc1cccnc1)C(=O)NCC1CCCO1 (stereo unspecified),-3,1,-1,0,-1,10,-2,2,2,5
CCNC(=O)NC(=O)COC(=O)C1CSC2(C)CCC(=O)N12 (stereo unspecified),-4,1,-1,-5,1,7,6,3,3,2
Cc1ccc(-c2nnn(CC(=O)N(c3ccc(F)cc3)C(C(=O)NC3CCCC3)c3ccncc3)n2)o1 (stereo unspecified),-3,0,-4,1,0,-8,-7,-18,1,-9
O=C(CN1C(=O)CCS(=O)(=O)c2ccccc21)Nc1ccc(F)cc1,3,5,-2,-1,0,5,1,2,-6,5
C[C@@H]1C(=O)N2N=Cc3cc4ccccc4cc3[C@H]2N2N=Cc3cc4ccccc4cc3[C@@H]12,0,.,-2,8,7,.,1,12,4,0
Cc1ccc(C)c(S(=O)(=O)N2CCCOC2CNC(=O)C(=O)NCc2cccnc2)c1 (stereo unspecified),-5,1,4,-5,-10,-3,6,2,6,3
CC(C)COP(=O)(c1ccc(N(C)C)cc1)C(O)c1ccccc1F (stereo unspecified),4,-1,-3,-8,9,9,0,-1,-2,-4
COc1ccc(C(=O)NC(C)c2cccnc2)cc1S(=O)(=O)N(C)Cc1ccccc1 (stereo unspecified),0,-11,-1,4,3,-7,4,2,-7,-2
COc1cc(NC(=O)Cc2nn(C)c(=O)c3ccccc23)cc(OC)c1,2,5,1,1,3,2,-1,-4,1,3
Cc1c(OCC(=O)OC(C)(C)C)ccc2c3c(c(=O)oc12)CCC3,1,-7,-1,-1,1,6,-1,2,2,-5
COc1cccc(OCc2cc(C(=O)N3CCC(c4ccncc4)CC3)no2)c1,3,-2,0,-3,3,2,2,16,-4,-3
COc1ccc(NC(C)=O)cc1S(=O)(=O)N1CCN(Cc2cccs2)CC1,3,9,-2,0,-4,2,5,-2,-2,-1

# Some of these compounds in order of length of the SMILES, smallest number first:
SMILES,LEDGF integ inh,HTRA1 inhibitor,PRMT1 FP inh,rCAG binder,SIAE inh,TCR-CD3 inh,GC-B act,TDP2 inh,MBD2 inh,ABHD4 inh
O=C(NCc1cccnc1)C(=O)NCC1CCCO1 (stereo unspecified),-3,1,-1,0,-1,10,-2,2,2,5
Cc1c(OCC(=O)OC(C)(C)C)ccc2c3c(c(=O)oc12)CCC3,1,-7,-1,-1,1,6,-1,2,2,-5
O=C(CN1C(=O)CCS(=O)(=O)c2ccccc21)Nc1ccc(F)cc1,3,5,-2,-1,0,5,1,2,-6,5

# (continued)
SMILES,LEDGF integ inh,HTRA1 inhibitor,PRMT1 FP inh,rCAG binder,SIAE inh,TCR-CD3 inh,GC-B act,TDP2 inh,MBD2 inh,ABHD4 inh
Oc1c(Br)cc(Br)cc1C=Nc1ccc2c(c1)OCO2,-2,7,9,1,0,-3,-12,4,0,12
CCCCCC(=O)Nc1ccc(C(=O)COC(=O)c2ccccn2)cc1,1,-1,-1,-6,-8,5,-5,14,0,-3
O=C(NCc1ccco1)C(=S)N1CCCCC1,0,10,-4,2,10,8,0,10,-2,4
O=C(CSCc1ccc(F)cc1)NCc1ccc(F)cc1,1,-5,-2,-5,-8,1,4,5,-2,-2
COc1ccc(NC(=S)Nc2cc(C(F)(F)F)ccc2F)cc1,2,-4,-5,1,-9,2,1,-15,5,-3
CN1CCN(Cc2c(O)ccc3cc(Br)ccc23)CC1,-1,.,14,5,-7,-4,-2,13,1,-2
Cc1noc(C)c1COc1ccc(C(=O)OCC(=O)Nc2cccc(S(=O)(=O)N3CCOCC3)c2)cc1,0,-14,-2,8,-14,-11,1,-11,-4,-26
CCOC(=O)C1=C(CSc2nc(C)ccc2C#N)OC(N)=C(C#N)C1c1cccc(OC)c1OC (stereo unspecified),2,-7,15,1,3,1,-6,-1,-7,15
O=C1c2ccccc2OC2(C=Cc3ccccc3O2)N1Cc1ccccc1 (stereo unspecified),-1,-20,-1,5,3,-2,-25,-11,5,-16
CSc1cccc(CN2CCC(CO)(Cc3ccccc3)CC2)c1,0,-2,-1,-9,-1,10,-4,11,4,1
O=C(NN1C(=O)C2C3C=CC(C4CC34)C2C1=O)c1ccc(Cl)c(Cl)c1 (stereo unspecified),3,-4,0,-1,3,0,6,4,4,11
COCCNC(=O)C1Cc2c(-c3ccc(NC(C)=O)cc3)ccnc2O1 (stereo unspecified),1,.,1,2,-7,3,-7,-12,-2,1
NC(=O)c1cc(C(=O)c2cccc(Cl)c2Cl)c[nH]1,2,-3,-1,-3,0,5,-7,-10,5,5
Cc1ccc([C@H]2C[C@H](n3cc(COC(=O)c4ccccc4)nn3)[C@@H](O)CN2Cc2cccs2)cc1,5,-43,-3,8,-4,-6,-7,-1,-6,-35
CC(C)[C@H](NC(=O)N1CC(=O)Nc2ccccc21)C(=O)N[C@@H](Cc1ccccc1)C(=O)O,2,8,-2,-1,-3,5,-7,5,0,-3
COc1ccc2ccc(=O)oc2c1CC(O)C(C)(C)O (stereo unspecified),-1,-6,1,1,0,0,-2,-3,-1,-2
Cc1ccc(S(=O)(=O)N(C)C)cc1NC(=O)COC(=O)C1CCN(S(=O)(=O)c2cccs2)CC1,-1,-2,0,6,-1,2,12,0,1,-8
COc1ccc(NC2CCN(C3CC(=O)N(c4ccc(F)c(Cl)c4)C3=O)CC2)cc1 (stereo unspecified),-4,-13,2,3,-2,-3,2,4,1,-17
Cc1ccccc1C(=O)Nc1cccc(NC(=O)c2ccccc2[N+](=O)[O-])c1,2,-1,1,-2,-8,-11,-1,2,1,-4
O=C(OC(c1ccccc1)c1nccc2ccccc12)c1cccc([N+](=O)[O-])c1 (stereo unspecified),-4,-24,1,3,-1,3,-8,3,5,-7
COc1ccc(Oc2ccc(/C=C/C(=O)c3cccc(OC)c3)cc2[N+](=O)[O-])cc1,0,-12,-1,1,-3,-3,-1,-5,5,7
Cc1ccc(OCCCC(=O)N(C)CC(=O)Nc2c(C)cccc2C)cc1,0,2,-2,2,7,-4,1,-4,0,0
O=C(COC(=O)c1ccccc1O)Nc1ncc(Cl)cc1Cl,3,17,12,10,-1,13,1,-14,2,19
COc1ccc(F)cc1COc1nc(C)nc2ccccc12,-3,-1,1,-4,-2,-2,-2,16,-4,-6
COc1cccc(C(C)NC(=S)NCc2ccc(Cl)cc2)c1 (stereo unspecified),-2,-5,-1,-4,-1,1,-2,6,-3,-2
CCNc1c(NS(=O)(=O)c2ccc(Br)s2)c(=O)oc2ccccc12,-3,-8,-3,5,-5,7,-2,-6,1,-9
COc1ccccc1N(CC(=O)NCCSCc1ccco1)S(=O)(=O)c1ccccc1,4,-8,-2,-1,1,4,4,-14,6,3
COc1ccc(N2CCOCC2)c(NC(=O)COc2cccc(C)c2)c1,0,-8,0,-8,5,7,-10,0,-2,4
COC(=O)CCCC1=CC2=C(c3ccccc3)C(=O)C(C)(OC(=O)C3CCCC3)C(=O)C2=CN1CC(C)C (stereo unspecified),7,6,6,-1,0,10,7,25*,0,10
NS(=O)(=O)c1cccc(NC(=O)CN2C(=O)C(=O)N(Cc3ccccc3)C2=O)c1,-1,7,-5,6,3,5,3,1,-2,-6
CC(C)C(NS(=O)(=O)c1ccc2c3c(cccc13)C(=O)N2)C(=O)O (stereo unspecified),1,8,3,4,1,2,-5,3,-1,4
CCC1CCCCN1CCCNC(=O)CN1C(=O)COc2ccccc21 (stereo unspecified),0,1,3,-1,5,-3,7,-3,2,3
N/C(=N\O)c1cn(Cc2ccccc2Cl)c2ccccc12,0,6,-3,-2,6,4,1,12,-1,-1
O=C(Nc1ccccc1)c1ccc(NCC2CCCO2)c([N+](=O)[O-])c1 (stereo unspecified),-2,-7,-4,-2,-7,0,3,-1,-7,4
COc1cc(/C=C/C(=O)OC2CC3CCC2(C)C3(C)C)ccc1O (stereo unspecified),1,-12,7,2,1,-12,-5,-3,1,11
COC(=O)C(C)n1cnc2c(nnn2-c2ccc(F)cc2)c1=O (stereo unspecified),2,-2,8,0,-2,-15,5,-5,5,-12
COc1ccc(C(=O)CSc2nnc(-c3cccnc3)n2-c2ccc(C)cc2)cc1,0,.,1,2,9,.,-2,-4,1,3
CC1CCCC(C)N1C(=O)c1cc(-c2ccco2)on1 (stereo unspecified),2,-3,6,7,-1,3,4,-9,-6,9
Cc1occc(=O)c1OCc1ccc(Cl)cc1Cl,-4,16,11,-6,-4,-4,-6,-13,3,-10
CC(=O)Nc1cc(=O)c2cccnc2[nH]1,-4,2,9,4,-2,0,1,0,2,13
COC(=O)c1cccc(NC(=O)CSc2nnnn2C)c1,-2,-2,-2,-5,-2,-1,6,-4,-2,4
O=C1CN(C(=O)c2ccccc2)c2ccccc2N1,2,3,1,-2,1,-3,0,-3,1,1
CC(C)[C@H](NC(=O)c1ccccc1F)C(=O)Nc1nc2c(s1)CCCC2,0,2,-3,-6,-1,7,-2,1,-4,3
COc1cccc(CNS(=O)(=O)c2ccc3c(c2)CC(C)N3C(C)=O)c1 (stereo unspecified),-3,3,2,0,2,8,0,10,1,-1
COc1ccc(Cl)cc1N1Cc2ccccc2C1,-1,-3,4,11,12,2,-3,1,6,6
COCCNC(=O)c1c(N)n(/N=C/c2cccs2)c2nc3ccccc3nc12,-2,-13,-2,7,-1,10,-2,4,-2,-4
COc1cccc(NC(=O)Cc2nnc(SCC(=O)NC3CCCCC3)n2C)c1,0,-3,-4,-4,2,2,0,-10,4,5
CCn1c(/C=C/c2ccccc2C)nc2ccccc2c1=O,-5,-33,6,-7,-9,-4,7,-13,3,-8
O=C(Nc1ccncc1)c1cccc(S(=O)(=O)N2CCOCC2)c1,-1,-8,2,-2,-8,-4,0,-4,3,0
Cc1ccc(NC(=O)Cn2nc(C)c3ccccc3c2=O)cc1,-1,1,-1,0,5,5,-7,-6,-1,11
CCOCC(=O)Nc1ccc(S(=O)(=O)N2CCOCC2)cc1,0,10,0,-4,0,-11,4,1,-4,-10
COc1cc(/C=N/O)cc(Br)c1OCc1ccc(Cl)cc1,3,-48,4,8,-25,5,-11,-2,3,-62
COc1ccc(Cl)cc1NS(=O)(=O)c1cn(C)nc1C,3,0,0,0,8,4,-2,15,-4,7
CC(C)Oc1ccc(CN2CCC(n3nccc3NC(=O)C3CC3)CC2)cc1,-2,2,2,-10,0,-4,0,-7,2,4
